Screens: PubChem BioAssay, The Scripps Research Institute Molecular Screening Center
GBA activity up: glucocerebrosidase activity enhancement | AID 784 | actives 0.44% (n = 30,000) | activation, % at 10 µM | L444P Gaucher fibroblasts, 4-MU-glucoside fluorescence, 3 days | P04062; in the data active = activation above about 65%;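 note: 0% = vehicle wells and 100% = positive control wells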
Target sequence (P04062 whole entry L483P): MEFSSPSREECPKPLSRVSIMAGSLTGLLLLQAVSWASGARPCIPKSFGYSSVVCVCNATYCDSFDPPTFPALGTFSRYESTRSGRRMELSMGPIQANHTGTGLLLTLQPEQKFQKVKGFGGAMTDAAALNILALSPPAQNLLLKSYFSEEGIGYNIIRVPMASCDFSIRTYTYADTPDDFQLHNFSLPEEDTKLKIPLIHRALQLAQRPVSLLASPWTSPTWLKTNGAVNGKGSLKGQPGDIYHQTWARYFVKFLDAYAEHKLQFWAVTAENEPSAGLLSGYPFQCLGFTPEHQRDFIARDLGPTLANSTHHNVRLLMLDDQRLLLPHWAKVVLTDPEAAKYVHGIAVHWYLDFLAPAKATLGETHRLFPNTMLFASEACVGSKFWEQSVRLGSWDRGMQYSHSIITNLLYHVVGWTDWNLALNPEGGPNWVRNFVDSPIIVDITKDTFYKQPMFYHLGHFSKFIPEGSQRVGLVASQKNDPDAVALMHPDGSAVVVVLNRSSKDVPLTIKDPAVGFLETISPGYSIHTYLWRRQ
* = called active by the depositor.

structure | GBA activity up
COC(=O)c1cccc(NC(=O)C2COc3ccccc3O2)c1 (stereo not given) | -14.7
Cc1cc(Br)ccc1OCC(=O)N(Cc1nc(-c2ccccc2)no1)C(C)C | -19.1
Cc1ccc(S(=O)(=O)Cn2nnnc2C(C(C)C)N2CCSCC2)cc1 (stereo not given) | -10.1
CS(=O)(=O)c1sc2nc(-c3cccs3)cc(-c3ccccc3)c2c1N | -15.9
O=C(NCc1ccc(F)cc1)C1CCCN(C(=O)Nc2ccccc2)C1 (stereo not given) | -21.4
CCOC(=O)C1=C(C)NC(=O)NC1c1ccc(Cl)cc1Cl (stereo not given) | -30.0
COc1ccc(S(=O)(=O)N2CCCC(C(=O)O)C2)cc1Cl (stereo not given) | -31.0
CC(C)(C)NC(=O)NC(=O)COC(=O)COc1ccc2c(c1)CCC2 | 1.1
COc1ccc(OC)c(NC(=O)C2C3C=CC(C3)C2C(=O)NCc2ccccn2)c1 (stereo not given) | 28.3
Cn1c(CN2CCOCC2)nnc1SCC(=O)NCCc1ccccc1 | -28.7
CCOc1cc(-c2nc(-c3ccc(C)nc3OC)no2)cc(OCC)c1OCC | -8.6
CCc1ccc2[nH]c(=O)c(CN(Cc3ccccc3)Cc3nnnn3Cc3ccco3)cc2c1 | 2.9
Oc1oc(-c2ccco2)nc1C=Nc1ccccc1 | 3.1
COc1ccc(C(c2nnnn2Cc2cccs2)N2CCC(C(N)=O)CC2)c(OC)c1 (stereo not given) | -4.5
CC1CCCC(C)N1C(=O)CSc1nnc(NC(=O)c2cccs2)s1 (stereo not given) | -15.2
Cn1c(CNc2nc(-c3ccccc3)cs2)nnc1SCC(=O)c1ccccc1 | -1.0
Cc1ccc(C2CC(c3cccc(Br)c3)Nc3nnnn32)cc1 (stereo not given) | -11.6
COc1cc(OC)cc(C(=O)N2CCN(Cc3cccc(F)c3)CC2)c1 | -36.8
CN1CCCC(OC(=O)c2cc(Cl)ccc2Cl)C1 (stereo not given) | 17.5
CCN(CC)S(=O)(=O)c1cccc(C(=O)N2CC(O)CC2C(=O)O)c1 (stereo not given) | -3.1
COc1ccc(S(=O)(=O)n2nc(OC(=O)c3ccc(C)cc3)cc2N)cc1 | -7.5
CCOC(=O)[C@H]1CCC[C@@H](NS(=O)(=O)c2ccc(NC(C)=O)cc2)C1 | -6.2
Cc1cccc(CS(=O)(=O)Cc2ccc(C(=O)NCCN3CCCCC3C)o2)c1 (stereo not given) | -65.2
Cc1cc(C)c(S(=O)(=O)Nc2ccc(O)cc2)cc1C | -23.6
O=C(O)CCn1c(=O)sc2ccccc21 | -12.8
Cc1nc(=O)c(-c2ccccc2)c(C)n1-c1ccccc1C(=O)O | -17.0
Cc1nnc(SCc2cnc(-c3ccccc3)o2)[nH]c1=O | -33.1
CCCCNC(=O)c1ccc(N2CCOCC2)c(NS(=O)(=O)c2ccc(OC)cc2)c1 | -6.8
COCC(=O)N(c1ccc(C(C)C)cc1)C1C=CS(=O)(=O)C1 (stereo not given) | -31.8
O=c1[nH]cc(COCc2ccccc2)c(=O)[nH]1 | -4.1
O=C(Nc1nc(-c2ccc(S(=O)(=O)N3CCCC3)cc2)cs1)c1ccco1 | 1.5
O=C(NCc1n[nH]c(=S)n1-c1cccc(Cl)c1)c1ccc(S(=O)(=O)N2CCCC2)cc1 | -46.9
NC(=O)c1oc2ccccc2c1NC(=O)c1ccc(F)cc1 | -4.2
COc1cccc(-c2noc(C3CCCN(S(=O)(=O)c4cccc(Cl)c4C)C3)n2)c1 (stereo not given) | -23.0
CN(C)CCSc1nnc2sc3ccccc3n12 | -6.1
Cc1ccc(-c2noc(CCC(=O)Nc3ccccc3N3CCN(C)CC3)n2)cc1 | -41.4
COc1ccc(C(=O)N2CCN(Cc3cc(OC)c(O)c(OC)c3)CC2)cc1OC | -25.6
Cc1cc(N2CCN(c3nc(N4CCOCC4)nc4ccccc34)CC2)c2ccccc2n1 | -20.0
O=C(NCCN1CCOCC1)C1CCC(=O)N1C1CCCCC1 (stereo not given) | 8.4
COc1ccc(C(=O)N(c2ccccc2)C2C=CS(=O)(=O)C2)cc1 (stereo not given) | -16.6
CC1(C)OC(=O)N(CCc2ccccc2)C1(C)O (stereo not given) | -2.4
Cc1ccc(CCP(=O)(O)CN2CCOCC2)cn1 | -7.5
CS(=O)(=O)N(CCc1ccccc1)CC(=O)NCC1CCCO1 (stereo not given) | 1.7
CN(CCC#N)C(=O)c1ccc(CNS(=O)(=O)c2ccc(F)cc2)cc1 | -28.7
COc1ccc(C2c3c(oc4ccccc4c3=O)C(=O)N2CCCN2CCOCC2)cc1 (stereo not given) | 4.8
COc1ccccc1C(=O)Nc1ccc2c(c1)nc1n2CCSC1 | -12.4
Cc1cccc(N2CCN(C(=O)COc3cc(=O)n(C)c4ccccc34)CC2)c1C | -26.5
CN(C)C=NCCn1c(N2CCOCC2)nc2c1c(=O)n(C)c(=O)n2C | -0.2
COc1ccc(C2NC(C(=O)O)CS2)cc1COCC(F)(F)F (stereo not given) | 2.6
CC1(C)CC(=O)C=C(Nc2ccc(F)cc2)C1 | -20.2

Additional records:
structure | GBA activity up
O=C(CS(=O)(=O)c1cn(Cc2ccc(Cl)cc2)c2ccccc12)N1CCCC1 | -3.2
CCc1nc(-c2ccccc2O)n(-c2ccccc2)n1 | -25.2
CCN(CC)C(=O)CSc1nnc(-c2cnccn2)n1-c1ccccc1 | -4.2
CC(=O)C(Sc1nc(-c2ccc(F)cc2)nc2c1c(=O)n(C)c(=O)n2C)C(C)=O | 1.1
Cc1ccccc1Nc1nnc(SCC(=O)NCc2ccco2)s1 | -16.0
Cc1cc(C)n2cc(CSc3nnnn3-c3ccccc3)nc2n1 | -31.4
CCOCCCn1c(=N)c(C(=O)NCCN2CCOCC2)cc2c(=O)n3cccc(C)c3nc21 | 75.0*
COc1ccc(CNC(=O)Nc2ccc(C)cc2)cc1 | -21.2
Cn1c(SCC(=O)Nc2cc(=O)n(C)c(=O)n2C)nnc1C12CC3CC(CC(C3)C1)C2 | -43.0
Cc1nc2ncnn2c(C)c1CCC(=O)NCc1ccco1 | 4.7

Another view of part of the listing above:
smiles: O=C(CS(=O)(=O)c1cn(Cc2ccc(Cl)cc2)c2ccccc12)N1CCCC1
  GBA activity up: -3.2

smiles: Cc1cc(C)n2cc(CSc3nnnn3-c3ccccc3)nc2n1
  GBA activity up: -31.4

smiles: CC(=O)C(Sc1nc(-c2ccc(F)cc2)nc2c1c(=O)n(C)c(=O)n2C)C(C)=O
  GBA activity up: 1.1

smiles: CCc1nc(-c2ccccc2O)n(-c2ccccc2)n1
  GBA activity up: -25.2

Next section.
structure | GBA activity up
Cc1ccc(-c2csc3nnc(SCC(=O)NCc4ccco4)n23)cc1 | -24.8
O=C(Nc1nc2ccccc2[nH]1)c1ccccc1F | -20.2
COc1ccc(OC)c(C2N(c3cc(C)on3)C(=O)C3CCCN32)c1 (stereo not given) | -32.2
Cc1ccc(C)c2[nH]c(=O)c(CCNC(=O)c3ccc(Br)o3)cc12 | -36.2
O=c1cnc2ccccc2n1CC1CCCCC1 | -15.1
CCn1c(=O)cc(OCC(=O)Nc2ccc(C)cn2)c2ccccc21 | -77.1
O=C(CCCc1c[nH]c2ccccc12)N1CCOCC1 | -16.2
COc1ccc2[nH]c(=O)c(-c3noc(-c4ccc(F)cc4)n3)cc2c1 | 1.9
COc1ccc(Nc2cc(=O)n(C3CCCCC3)c(=O)[nH]2)c(OC)c1 | -5.5
Cc1ccc(S(=O)(=O)N2C(=O)CCC2C(=O)NCc2ccco2)cc1 (stereo not given) | -22.6

Reformatted as labelled records: entries from further up.
COc1ccc(Nc2cc(=O)n(C3CCCCC3)c(=O)[nH]2)c(OC)c1
  GBA activity up: -5.5
Cc1ccc(-c2csc3nnc(SCC(=O)NCc4ccco4)n23)cc1
  GBA activity up: -24.8
Cc1ccc(C)c2[nH]c(=O)c(CCNC(=O)c3ccc(Br)o3)cc12
  GBA activity up: -36.2
Cc1ccc(S(=O)(=O)N2C(=O)CCC2C(=O)NCc2ccco2)cc1 (stereo not given)
  GBA activity up: -22.6

The listing continues.
structure | GBA activity up
CCN(CC)CCOC(=O)C12CC3CC(CC(C3)C1)C2 | -13.0
Cc1nc(NCC2CCCO2)c2nnn(Cc3ccccc3)c2n1 (stereo not given) | -7.1
CN(C(=O)c1ccccn1)c1nnc(-c2ccncc2)s1 | -13.9
C(#Cc1ccccc1)CN1CCN(c2ccccn2)CC1 | -68.8
O=C(NCc1cccs1)c1csc2c1CCCCC2 | -7.3
CN(C)c1nc(SCCOC(=O)Nc2ccccc2)nc(N(C)C)n1 | 13.9
CCOC(=O)C(CO)(NC(C)=O)C(=O)OCC | -2.7
Cc1c(C(=O)OC(C)CCN(C)C)oc2ccccc12 (stereo not given) | -6.7
O=C(c1ccc(CN2CCOCC2)cc1)N1CCC(Cc2ccccc2)CC1 | -30.4
CCCn1c(SCC(=O)Nc2nnc(C)s2)nnc1-c1ccoc1C | -2.7
O=C1CNC(=O)N1Cc1ccc(Br)cc1 | -64.2
Cc1cc(NC(=O)CCCC(=O)O)nc(C)n1 | -62.8
S=c1nc(C2CC2)[nH]c2ccccc12 | -6.4
O=C(Nc1ccc(F)cc1)c1cccc2c1C(=O)N(Cc1ccccn1)C2 | -22.6
COc1ccc(Cl)cc1C(=O)Nc1nnn(C)n1 | 56.0
Cn1c(N2CCCCC2)nc2c1c(=O)n(Cc1cccc(Br)c1)c(=O)n2C | -1.4
CC(=O)Nc1cccc(Oc2cc(C#N)c(C#N)cc2N2CCCCCC2)c1 | 6.2
CCOC(=O)N1CCN(C(=O)CSc2cc(C)nc3c(-c4ccccc4OC)c(C)nn23)CC1 | -4.2
O=C(NCc1ccc(F)cc1)c1cccc(S(=O)(=O)N2CCCC2)c1 | 18.7
CSc1snc(SCC(N)=O)c1C#N | -27.5

(next part)
structure	GBA activity up
CCCC(=O)Nc1cc(OC)c(OC)cc1C(=O)O	-43.1
CC(C)(C)NC(=O)c1ccccc1-c1nc(-c2ccccc2Cl)no1	-8.9
CCOc1cccc(N2C(=O)CC(N3CCC(C(N)=O)(N4CCCCC4)CC3)C2=O)c1 (stereo not given)	-3.5
O=C(NCCCN1CCN(c2cccc(Cl)c2)CC1)c1nc(-c2ccncc2)no1	-46.3
CC(C)NC(=O)Cn1nnc(-c2cccc(NC(=O)c3ccccc3F)c2)n1	-19.9
Cc1nc(-c2ccc(NC(=O)c3cccs3)cc2)cs1	-27.2
COC(=O)CN(c1ccccc1OC)S(=O)(=O)c1ccccc1	16.8
CC(C)CNC(=O)c1cccc(NC(=O)C2CCCO2)c1 (stereo not given)	-3.3
COCc1c(C(=O)OCC(=O)N2c3ccccc3CC2C)oc2ccccc12 (stereo not given)	-16.7
CCCCOC(=O)CSc1nc2c(cc1C#N)C(=O)CC(C)(C)C2	-5.5
N#Cc1cc2c(=O)n3ccccc3nc2n(CCCn2ccnc2)c1=N	-14.4
COc1ccc(Nc2oc(COc3cccc(C)c3)nc2C#N)cc1	-3.5
CC(C(=O)N(C1CC1)C1(C(=O)Nc2ccccc2)CCCC1)N1C(=O)c2ccccc2C1=O (stereo not given)	8.3
Cc1cc(Nc2ccccc2F)n2ncnc2n1	1.1
CCOC(=O)c1ccccc1NC(=O)CSc1nccn1C	-3.7
COc1ccccc1N(CC(=O)Nc1ccccc1C(=O)NC(C)C)S(C)(=O)=O	35.2
Cc1ccccc1NC(=O)c1nc[nH]c1C(=O)NCc1ccccc1	-10.8
Cc1cc(C)nc(/N=C/c2c(O)n(C)c(=O)n(C)c2=O)n1	0.7
Cc1csc(NC(=O)Nc2ccc(Cl)cc2)n1	-7.7
CCN1C(=O)C(CC(=O)NC2CCCCC2)N(CC)C1=O (stereo not given)	-5.1
COc1ccc(OC)c(-c2nnc(SCC(=O)N3CCOCC3)o2)c1	-5.3
O=C(CN1CCN(C(=O)c2ccccc2F)CC1)Nc1ccc(Br)cc1	-11.0
CCOc1ccc(C(=O)NCC2CCCO2)cc1 (stereo not given)	0.0
O=C(CSc1nc(O)c(C2CCCCC2)c(=O)[nH]1)NCC1CCCO1 (stereo not given)	-1.6
Cc1nnc(NC(=O)CSc2nnc(CCc3nc4ccccc4[nH]3)n2C)s1	3.9
CCNC(=O)CC1C(=O)N(c2ccc(OC)cc2)C(=O)N1Cc1ccc(OC)cc1 (stereo not given)	-18.7
Cc1cc(Nc2nc3c(c(=O)n(C)c(=O)n3C)n2C)n(-c2ccc(Cl)cc2)n1	1.1
CCOC(=O)CNc1c(-c2ccc(F)cc2)nc2cnccn12	0.9
CCn1c(SCC(=O)Nc2nc(C)cs2)nnc1-c1cccnc1	-5.6
Cn1cnnc1-c1cccc(NS(=O)(=O)c2ccc(N3CCCC3=O)cc2)c1	-9.0
CCOC(=O)N1CCN(C(=O)CNC(=O)Cc2ccc(Cl)cc2)CC1	-13.2
COc1cccc(C2CC(c3ccccc3Cl)n3nnnc3N2)c1 (stereo not given)	-24.7
Cn1c(NC(=O)c2cccnc2)nc2ccccc21	24.5
CCOC(=O)c1cccc(NC(=O)C2CCCN(S(=O)(=O)c3c(C)n[nH]c3C)C2)c1 (stereo not given)	43.1
CNC(=O)CN1C(=O)C2C3C=CC(C3)C2C1=O (stereo not given)	0.4
CCOCCOC(=O)CCSc1n[nH]c(=O)[nH]c1=O	-12.8
COC(=O)COc1ccc(S(=O)(=O)NC2CCCCCC2)cc1	-27.9
COC(=O)NCc1ccc(S(=O)(=O)N2CCOCC2)cc1	-4.3
CCOC(=O)C1C2C=CC3(CN(Cc4cccs4)C(=O)C13)O2 (stereo not given)	-16.5
COc1ccc(C(=O)NCc2ccccc2OC)cc1	2.5
CCOC(=O)C1C(=O)C(C(=O)OCC)C(c2cccnc2)NC1c1cccnc1 (stereo not given)	-27.4
Cc1ccc(-c2cc(C(=O)NC3=NCCS3)c3cc(Br)ccc3n2)o1	-19.5
COc1ccc(S(=O)(=O)N(CCc2ccccc2)CC(=O)O)cc1OC	-4.5
COc1ccc(OCc2nc(N)nc(Nc3cccc(C)c3C)n2)cc1	-19.9
CN(C)C=Nc1nonc1-c1ncn[nH]1	-23.1
O=C(CCn1c(=O)oc2ccccc21)N1CCN(c2ccccc2Cl)CC1	18.6
Cc1cc(NC(=O)CC23CC4CC(C2)CC(CC(=O)Nc2cc(C)on2)(C4)C3)no1	4.7
COc1cccc(OCC(=O)Nc2ccccc2C(N)=O)c1	-1.0
O=C(NCc1cccnc1)c1cn(-c2ccccc2)nc1-c1cccs1	-15.4

Not all compounds are listed; rates above refer to the full screens.
